Bioassay records (PubChem BioAssay)
LMNA splice mod: modulators of lamin A splicing; HeLa LMNA splicing GFP/RFP minigene ratio, 48 h; Potency, µM (top dose mostly 46.1 µM), for the others: at the highest dose ratio change, negative = inhibition, hits mostly inhibitors; actives 0.01% (n = 200,000); AID 1487; active means well fitted inhibition curve with a large enough effect in the signal ratio, with a control signal flat, not every such curve was filed as active; inconclusive means small, poorly fitted or top-dose-only effect, or effect the other way, or a change in a side signal; the % refers to the signal ratio
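Read-out is the ratio of GFP to DsRed2 object intensity, acquired by 488 nm laser-scanning cytometry on HeLa lamin A-EGFP minigene reporter cells. Compound incubation 48 hrs at 37 °C in Opti-MEM with 2% FBS; DMSO 0.5% final.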
TRb-SRC2 inh: inhibitors of human thyroid hormone receptor beta-SRC2 interaction | AID 1469 | TRbeta-SRC2 peptide binding, fluorescence polarization; receptor liganded with 1 µM T3 | actives 0.065% (n = 280,000) | P10828 | Potency, µM (highest dose often 106 µM), without a hit: top-dose activity change, negative = inhibition, actives largely listed as inhibitors; active means well fitted inhibition curve with a large enough effect; inconclusive means small, poorly fitted or top-dose-only effect, or effect the other way;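 further: plate controls were bound peptide for no effect and peptide without receptor for full effect; nearly all actives have a fitted effect of over 50% in size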
Target sequence (P10828 whole entry, looked up): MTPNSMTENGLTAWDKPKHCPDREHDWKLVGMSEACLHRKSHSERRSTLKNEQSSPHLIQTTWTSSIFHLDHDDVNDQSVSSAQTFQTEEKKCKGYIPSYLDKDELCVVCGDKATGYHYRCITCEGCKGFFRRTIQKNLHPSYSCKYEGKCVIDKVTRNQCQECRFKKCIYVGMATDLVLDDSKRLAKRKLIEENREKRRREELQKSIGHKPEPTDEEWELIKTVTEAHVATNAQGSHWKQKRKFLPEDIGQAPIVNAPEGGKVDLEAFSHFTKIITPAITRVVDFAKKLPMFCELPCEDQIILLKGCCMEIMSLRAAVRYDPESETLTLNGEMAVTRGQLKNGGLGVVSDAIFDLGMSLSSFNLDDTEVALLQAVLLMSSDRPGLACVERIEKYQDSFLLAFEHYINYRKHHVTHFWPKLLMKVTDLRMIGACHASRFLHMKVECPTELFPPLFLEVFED
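Polarization signal, normalized between peptide-alone and full complex controls, measured compound effects on T3-liganded human TRb LBD (0.6 uM) binding 20 nM Texas Red SRC2 peptide after 5 hr.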
TexasRed fluor: Texas Red fluorescence interference in TRb-SRC2 counter-screen; TRb/SRC2 Texas Red total fluorescence interference; Potency, µM (series often up to 106 µM), for inactives: at the highest dose fluorescence change, negative = quenching; actives 0.29% (n = 280,000); active means well fitted curve in either direction with a large enough effect; inconclusive means small, poorly fitted or top-dose-only effect
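Flags fluorescent or light-absorbing compounds by total fluorescence, S + 2P, at 555 nm excitation and 632 nm emission. Mixture: 20 nM Texas Red SRC2 peptide, 0.6 uM human TRb LBD, 1 uM T3, 5% DMSO; compound exposure 5 h at ambient temperature.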
* marks the source's active call; other numbers are inactive results; u = inconclusive; [ ] = dose if it differs, or a comment. Unless noted, on the % scale 0 is the no-effect control and ±100 the full control effect; potency means the concentration at half of the fitted maximal effect. Some of the compounds tested (hit frequency here may not be typical).

Each structure is followed by: LMNA splice mod | TRb-SRC2 inh | TexasRed fluor
(1) CC(=O)c1cc(-c2ccccc2)n(CCC(=O)Nc2ccc(C(C)C)cc2)c1C
    u | -6% | 1%
(2) O=C(CN1C(=O)CCSc2ccc(S(=O)(=O)N3CCCC3)cc21)Nc1ccccc1
    10%[46 µM] | 3% | -4%
(3) COc1cc(C(=O)N2CCc3c([nH]c4ccccc34)C2c2ccccc2)cc(OC)c1OC (stereo unspecified)
    -25%[46 µM] | 7% | -2%
(4) CC(C)Cn1cc(NC(=O)NCc2ccccc2)c2ccccc2c1=O
    -6%[46 µM] | -27% | u
(5) O=C(CSc1nccn1Cc1ccccc1)Nc1nc2ccccc2s1
    -28%[46 µM] | -1% | -2%
(6) Cc1ccc2c(c1)c(=O)c(C(=O)c1ccncc1)cn2CC(=O)Nc1ccc(C(C)C)cc1
    16%[46 µM] | -3% | -1%
(7) Cc1cc(Cl)ccc1Nc1ncnc2onc(C)c12
    4%[46 µM] | 0% | -1%
(8) COc1ccc(-c2cc(C(C)=O)c(C)n2CCC(=O)NCc2ccc(C)cc2)cc1
    -24%[46 µM] | 0% | -5%
(9) Cc1ccc(Cl)cc1N1CCN(CCCNC(=O)Cn2ncc3c([nH]c4ccccc43)c2=O)CC1
    -3%[46 µM] | -2% | u
(10) COc1ccc(CCNC(=O)c2cc(=O)[nH]c3ccc(S(=O)(=O)N4CCCCC4)cc23)cc1OC
    -1%[46 µM] | -10% | -1%
(11) O=C(NCc1cccc(Cl)c1)C1CCN(c2nn3cc(-c4ccc(F)cc4)nc3s2)CC1
    9%[46 µM] | -4% | -7%
(12) O=C(NC1CC(=O)N(c2ccc(Cl)cc2)C1)c1cc2ccccc2o1 (stereo unspecified)
    u | -11% | -2%
(13) COC(=O)c1sccc1S(=O)(=O)N(CC(=O)NCc1ccc(F)cc1)c1ccc(Cl)cc1
    u | 1% | -1%
(14) Cn1nnc2c(NCCc3ccccc3)ncnc21
    5%[46 µM] | 3% | 1%
(15) COc1ccccc1C(=O)Nc1c(C(=O)N2CCN(c3ccccc3F)CC2)oc2ccccc12
    -17%[46 µM] | 1% | -21%
(16) COC(=O)C(C)NC(=O)N1CCN(c2nnc(C)c3c(C)n(-c4ccc(Cl)cc4)nc23)CC1 (stereo unspecified)
    -11%[46 µM] | -9% | -2%
(17) O=C(CSc1nnc(-c2cccc(F)c2)c(-c2cccc(F)c2)n1)NC1CCCCC1
    19%[46 µM] | -3% | -2%
(18) CCOC(=O)c1c(NC(C)=O)c2c3c(sc2n1Cc1nc(-c2ccccc2C)oc1C)CCCC3
    1%[46 µM] | -1% | 1%
(19) Cc1ccc(S(=O)(=O)Cc2nc(-c3ccc(C(=O)NCc4ccccc4)cc3)oc2C)cc1
    2%[46 µM] | 7% | u
(20) COc1ccc(N2CC(NC(=O)C3CCCCC3)CC2=O)cc1 (stereo unspecified)
    9%[46 µM] | -8% | 1%

Values in list order from the entries so far.
TexasRed fluor, nos. 9–20: u, -1%, -7%, -2%, -1%, 1%, -21%, -2%, -2%, 1%, u, 1%
TRb-SRC2 inh, nos. 9–20: -2%, -10%, -4%, -11%, 1%, 3%, 1%, -9%, -3%, -1%, 7%, -8%
LMNA splice mod, nos. 9–20: -3%[46 µM], -1%[46 µM], 9%[46 µM], u, u, 5%[46 µM], -17%[46 µM], -11%[46 µM], 19%[46 µM], 1%[46 µM], 2%[46 µM], 9%[46 µM]

Next part
Each structure is followed by: LMNA splice mod | TRb-SRC2 inh | TexasRed fluor
(21) COc1ccccc1/C=C/c1onc(C)c1S(=O)(=O)N1CCC(C(=O)N2CCC(C)CC2)CC1
    13%[46 µM] | -3% | -1%
(22) CCOc1ccc(NC(=O)CN2C(=O)COc3ccc(S(=O)(=O)NC4CCCC4)cc32)cc1
    -17%[46 µM] | 2% | -23%
(23) COc1ccc(N2CCN(C(=O)CCNS(=O)(=O)c3ccc4c(c3)CCN4C(=O)C3CC3)CC2)cc1
    -12%[46 µM] | -5% | -6%
(24) O=C(CN1C=NS(=O)(=O)c2ccccc21)Nc1ccccc1F
    12%[46 µM] | -3% | -1%
(25) COc1cc(OC)c(NC(=O)CSC2=Nc3ccccc3N=C(c3ccc(F)cc3)C2)cc1Cl
    5%[46 µM] | 3% | -6%
(26) CCOC(=O)C1CCC(CN(Cc2c(Cl)cccc2Cl)S(=O)(=O)c2ccc(F)c(C)c2)CC1 (stereo unspecified)
    -16%[46 µM] | 9% | 0%
(27) Cc1ccc(C)c(N2CCN(C(=O)c3cc4c(=O)n(Cc5ccccc5)ccc4nc3C)CC2)c1
    u | -1% | -11%
(28) CCOc1cc(CNC(=O)c2ccccc2NC(=O)c2nsc3ccccc23)ccc1OC
    u | -7% | -1%
(29) CC1=C(C(=O)Nc2cc(Cl)ccc2C)C(c2ccco2)n2ncnc2N1 (stereo unspecified)
    9%[46 µM] | -7% | 3%
(30) COc1ccc(CSc2nc3ncccc3[nH]2)cc1
    -13%[46 µM] | 6% | 1%
(31) CCc1ccc(NC(=O)c2nc3nc(C)cc(C(F)F)n3n2)cc1
    0%[46 µM] | -1% | -1%
(32) COc1ccccc1CNC(=O)c1cnc(N(C)C)nc1
    -3%[46 µM] | 6% | -1%
(33) COc1ccc(-c2nnc(SCC(=O)Nc3ccc(C)c(C)c3)s2)cc1
    11%[46 µM] | -3% | 0%
(34) COc1ccccc1Nc1cc(C(=O)NCCCN(C)c2ccccc2)c2ccccc2n1
    u | -4% | -11%
(35) CN(Cc1ccccc1)C(=O)CSc1nc2ccccc2n1Cc1ccccc1F
    9%[46 µM] | -4% | 0%
(36) COc1ccc(CNC(=O)CCn2c(=O)c3cccn3c3ccc(F)cc32)cc1OC
    u | 2% | 13%
(37) CCOC(=O)c1[nH]c(C)c(CCC(=O)Nc2ccccc2OCC)c1C
    7%[46 µM] | -11% | 0%
(38) Cc1cccc(CSc2nc3cc(C(=O)NC4CCCC4)ccc3c(=O)n2Cc2ccccc2)c1
    u | -5% | -1%
(39) CCOC(=O)Cn1c(=O)n(CC2CCCO2)c2nc(-c3ccc(C(C)C)cc3)nc(C(N)=O)c21 (stereo unspecified)
    u | -4% | u
(40) CC(C)Cc1nn2c(=O)cc(COC(=O)c3ccc(NC(=O)C4CCCCC4)cc3)nc2s1
    u | -3% | -2%
(41) CCOc1ccc(-c2c(C)nn3c(C)c(C(=O)NCCc4ccc(Cl)cc4)cnc23)cc1OCC
    11%[46 µM] | 1% | -12%
(42) CN(C)c1ccc(CNc2nc(-c3ccco3)nn2C(=O)c2cccc([N+](=O)[O-])c2)cc1
    9%[46 µM] | -3% | 3%
(43) COc1ccccc1N1CCN(S(=O)(=O)c2ccc(F)c(C(=O)Nc3ccc(Cl)cc3C(F)(F)F)c2)CC1
    u | 13% | -1%
(44) Cc1ccc2c(c1)N(CC(=O)NCCCN1CCCCC1)C(=O)c1cccnc1O2
    8%[46 µM] | 2% | 4%
(45) CCOC(=O)c1cccc(NC(=O)NCc2ccc3c(c2)CCN3C(=O)c2ccccc2)c1
    u | 6% | -2%
(46) CC1CCCCN1CCCNC(=O)CN1C(=O)c2cccnc2Oc2ccc(Cl)cc21 (stereo unspecified)
    u | 2% | -2%
(47) CCOC(=O)c1sc(NC(=O)c2cc3nc(-c4ccc(Br)cc4)cc(C(F)(F)F)n3n2)c(C(=O)OCC)c1C
    u | -7% | 0%
(48) Cc1c(-c2nnc(SCC(=O)Nc3ccccc3F)o2)nnn1-c1ccc(F)cc1
    15%[46 µM] | -4% | -1%
(49) Cc1nc(-c2ccc(S(=O)(=O)Nc3ccc(C)c(N(C)C)c3)cc2)co1
    -14%[46 µM] | -1% | -3%
(50) CCOC(=O)c1ccc(NC(=O)c2cc3cc(C)ccc3n2C)cc1
    6%[46 µM] | -1% | 1%
(51) CCc1ccc(CNC(=O)CCC(=O)N2Cc3cccc(OC)c3Oc3ncccc32)cc1
    -4%[46 µM] | 9% | 1%
(52) CCc1ccccc1NC(=O)N1CC(CC)Oc2ccc(Cl)cc21 (stereo unspecified)
    u | 0% | -3%
(53) CCCN(CCC)c1nn2c(=O)c(C(=O)NCc3cc(Br)ccc3OC)cnc2s1
    -7%[46 µM] | -4% | -9%
(54) COc1ccc(-n2ccnc2SCC(=O)Nc2nnc(C)s2)cc1
    9%[46 µM] | 0% | 0%
(55) COc1ccc(CCC(=O)NC2CC(=O)N(c3ccc(F)cc3)C2)cc1 (stereo unspecified)
    -2%[46 µM] | 1% | -1%
(56) COc1ccccc1N1CCN(c2ncnc3onc(C)c23)CC1
    13%[46 µM] | 4% | -2%
(57) O=C(CSc1nccn1Cc1ccco1)Nc1ccc(F)cc1
    9%[46 µM] | -5% | -3%
(58) COc1cc(Cl)c(NC(=O)CN(C)S(=O)(=O)c2ccc3c(c2)CCCC(=O)N3)c(OC)c1
    u | 2% | 3%
(59) CC(C)N(Cc1ccccc1)c1ncnc2c1nnn2C
    -13%[46 µM] | -7% | -1%
(60) CC(C)c1nn2c(=O)cc(COC(=O)c3ccccc3NC(=O)c3cccs3)nc2s1
    -1%[46 µM] | 1% | -3%

Reprinted from the part before: two compounds; new compounds follow.
Each structure is followed by: LMNA splice mod | TRb-SRC2 inh | TexasRed fluor
(59) CC(C)N(Cc1ccccc1)c1ncnc2c1nnn2C
    -13%[46 µM] | -7% | -1%
(60) CC(C)c1nn2c(=O)cc(COC(=O)c3ccccc3NC(=O)c3cccs3)nc2s1
    -1%[46 µM] | 1% | -3%
(61) CCc1ccc(N2CC(c3nnc(NC(=O)c4ccco4)s3)CC2=O)cc1 (stereo unspecified)
    11%[46 µM] | -7% | 10%
(62) Cc1cccc(-n2ncc3c(N4CCN(c5ccccc5)CC4)ncnc32)c1
    6%[46 µM] | 2% | -1%
(63) CC1CCc2nc3ncn(Cc4cccc(F)c4)c(=O)c3cc2C1 (stereo unspecified)
    0%[46 µM] | 5% | -3%
(64) CCOc1ccc(C(=O)NCC(c2ccc(Cl)cc2)N2CCCCC2)cc1 (stereo unspecified)
    -17%[46 µM] | -5% | 1%
(65) O=C(Nc1nnc(SCc2cc(=O)n3cc(Cl)ccc3n2)s1)c1cccc(F)c1
    -1%[46 µM] | 3% | 0%
(66) COc1ccc(CNC(=O)C2CCN(S(=O)(=O)c3ccc4c(c3)CCCN4C(C)=O)CC2)cc1
    -10%[46 µM] | 2% | 0%
(67) CCC1CN(C(=O)N2CCC(C(=O)NCc3ccccc3F)CC2)c2ccccc2O1 (stereo unspecified)
    17%[46 µM] | 1% | -1%
(68) Cc1oc2ncnc(N3CCCCC3)c2c1C(=O)N1CCN(c2cccc(Cl)c2)CC1
    10%[46 µM] | -6% | 0%
(69) CN(C)c1ccc(NC(=O)Cn2cc(S(=O)(=O)Cc3ccccc3Cl)c3ccccc32)cc1
    u | 4% | -19%
(70) O=C(CSc1nc2nccnc2c(=O)n1CCc1c[nH]c2ccccc12)Nc1ccccc1F
    -1%[46 µM] | -1% | 10%
(71) Cn1c(SCc2ccc(C(F)(F)F)cc2)nc2c([nH]c3ccccc32)c1=O
    10%[46 µM] | -5% | -3%
(72) COc1ccc(-c2cn3c(n2)sc2cc(C(=O)Nc4cc(OC)cc(OC)c4)ccc23)cc1
    -3%[46 µM] | -15% | 0.0007µM*[quencher]
(73) O=C(Cn1c(=O)ccc2cc(S(=O)(=O)N3CCCC3)ccc21)Nc1ccccc1
    -3%[46 µM] | 4% | 4%
(74) CCCNC(=O)Nc1cc(C(=O)NCc2cccc(OCC)c2)ccc1N1CCCC1
    1%[46 µM] | -7% | -2%
(75) Cc1nc(N2CCOCC2)c2c(C(=O)N3CCN(c4cccc(C(F)(F)F)c4)CC3)c(C)oc2n1
    -4%[46 µM] | -10% | 1%
(76) Cc1nc(N2CCCC2)ncc1C(=O)Nc1ccc(F)cc1F
    14%[46 µM] | -2% | -2%
(77) Cc1ccc(NC(=O)CSc2nnc(-c3cc4occc4n3C)n2-c2ccccc2C)c(Cl)c1
    11%[46 µM] | 0% | 9%
(78) CCc1ccccc1N1C(=O)N(Cc2cc(=O)n3ccccc3n2)c2ccccc2S1(=O)=O
    u | -3% | -2%
(79) Cc1ccc(Cl)cc1-n1ncc2c(Nc3ccc4c(c3)OCCO4)ncnc21
    u | -1% | 0%
(80) Cc1ccc(NC(=O)Cn2nnc3sc4c(c3c2=O)CCC(C)C4)cc1 (stereo unspecified)
    -2%[46 µM] | 0% | -4%
(81) Cn1nc(C(=O)NCc2cccc(Cl)c2)c2c1-c1ccccc1S(=O)(=O)C2
    u | -2% | 6%
(82) COc1cccc(C(c2sc3nc(-c4ccco4)nn3c2O)N2CCOCC2)c1 (stereo unspecified)
    15%[46 µM] | 9% | -1%
(83) CCc1ccc(NC(=O)c2ccc(F)c(S(=O)(=O)NCCc3ccc(OC)c(OC)c3)c2)cc1
    u | 2% | 0%
